Assay outcomes from PubChem.
JMJD2A Tudor inh = qHTS Assay for Inhibitors of JMJD2A-Tudor Domain; Lysine-specific demethylase 4A (Homo sapiens), O75164; AlphaScreen JMJD2A-Tudor / H3K4me3 peptide binding; AID 504339, 2011; Potency, µM (doses to about 114 µM), for inactives: at the highest dose activity change, negative = inhibition, hits mostly inhibitors; 390,000 tested, 4.4% active; also: % is scaled to controls: 0 for no effect and ±100 for the full control effect; nearly all actives have a fitted effect of over 50% in size
Pin1 inhibitor = qHTS Assay to Find Inhibitors of Pin1; Pin1 FP peptide displacement, HiFluor488, 10 min; Potency, µM (titrated, usually from 115 µM), for inactives: top-dose activity, negative = inhibition, usual class: inhibitors; 390,000 tested, 0.009% active; AID 504891, 2011; active = well fitted inhibition curve with a large enough effect in the polarisation, with a control signal flat, not every such curve was filed as active; inconclusive = small, poorly fitted or top-dose-only effect, or effect the other way, or a change in a side signal; inactive = no such curve, though single readings can be large or run the other way; the % refers to the polarisation; also: % is scaled to controls: 0 for no effect and ±100 for the full control effect
Target sequence (Q13526 whole entry, looked up): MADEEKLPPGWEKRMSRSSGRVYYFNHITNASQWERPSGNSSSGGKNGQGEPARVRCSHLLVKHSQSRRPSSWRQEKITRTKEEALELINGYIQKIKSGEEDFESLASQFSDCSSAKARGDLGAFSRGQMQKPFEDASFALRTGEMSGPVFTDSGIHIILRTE
12-LOX inh = Primary qHTS assay for inhibitors of human arachidonate 12S-lipoxygenase (ALOX12): Round 2. Polyunsaturated fatty acid lipoxygenase ALOX12 (Homo sapiens), P18054. purified 12hLO, xylenol orange hydroperoxide absorbance. Potency, µM (series often up to 108 µM), for inactives: top-dose activity change, negative = inhibition, hits mostly inhibitors. 580,000 tested, 1.1% active. AID 1671190, 2021; also: % is scaled to controls: 0 for no effect and ±100 for the full control effect
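Purified human 12hLO (150 nM final) in 25 mM Hepes, 0.01% Triton X-100, pH 7.0 was preincubated 15 min at room temperature with compound. Then 40 uM arachidonic acid was added, 30 min. Hydroperoxide was read by Fe-XO absorbance ratio 573/405 nm.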
ERG-DNA inh = qHTS for Small Molecule Inhibitors of the ERG Ets/DNA interaction; 370,000 tested, 0.028% active; Transcriptional regulator ERG (Homo sapiens), P11308; Potency, µM (series often up to 76.9 µM), without a hit: at the top dose FP activity, negative = inhibition, hits mostly inhibitors; fluorescence polarization, His-ERG Ets domain / labelled DNA; active = well fitted inhibition curve with a large enough effect in the polarisation, with a control signal flat; inconclusive = small, poorly fitted or top-dose-only effect, or effect the other way, or a change in a side signal; inactive = no such curve, though single readings can be large or run the other way; the % refers to the polarisation;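 also: polarization taken with two DNA probes labelled with fluorescein and Texas red; % of control where 0% means no effect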
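His-tagged ERG Ets domain (1 uM in the protein solution; 300mM KCl, 50mM Tris-HCl, 1mM EDTA, 1mM DTT, pH 7.5) received compound, then a probe mix of 5 nM fluorescein-DNA and 100nM Texas-615-DNA. Fluorescence polarization was read for both dyes.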
RGS4 inh = Inhibitors of Regulator of G Protein Signaling (RGS) 4: qHTS. Transcreener GDP fluorescence polarization, RGS4-accelerated GTP hydrolysis. Potency, µM (doses to about 114 µM), for the others: top-dose activity change, negative = inhibition, hits mostly inhibitors. 390,000 tested, 0.039% active; also: % is scaled to controls: 0 for no effect and ±100 for the full control effect; nearly all actives have a fitted effect of over 75% in size; some results filed as inactive show a strong effect at the top dose
Target sequence (P49798 whole entry, looked up): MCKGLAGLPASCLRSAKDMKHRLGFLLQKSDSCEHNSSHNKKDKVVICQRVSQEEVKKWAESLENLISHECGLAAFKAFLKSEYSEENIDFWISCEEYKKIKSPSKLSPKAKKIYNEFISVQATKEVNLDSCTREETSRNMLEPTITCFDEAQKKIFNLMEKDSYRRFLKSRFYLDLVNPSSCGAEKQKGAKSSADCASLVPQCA
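MLSMR compounds (23 nl, pin-transferred) preincubated 10 min at room temperature with a 500nM (2x) first reagent, then RGS4 at 900nM (2x) plus Transcreener GDP mix added; fluorescence polarization (620/688 nm) read before and after 90 min at 30 °C.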
GLS inhibitor = qHTS for Inhibitors of Glutaminase (GLS) | Potency, µM (titrated, usually from 45.5 µM), inactives show top-dose activity change, negative = inhibition, usual class: inhibitors | 410,000 tested, 0.21% active | GLS enzymatic activity, qHTS titration | Glutaminase kidney isoform, mitochondrial (Homo sapiens), O94925 | AID 624170, 2012; also: % is scaled to controls: 0 for no effect and ±100 for the full control effect
Target sequence (O94925 whole entry, looked up, canonical isoform): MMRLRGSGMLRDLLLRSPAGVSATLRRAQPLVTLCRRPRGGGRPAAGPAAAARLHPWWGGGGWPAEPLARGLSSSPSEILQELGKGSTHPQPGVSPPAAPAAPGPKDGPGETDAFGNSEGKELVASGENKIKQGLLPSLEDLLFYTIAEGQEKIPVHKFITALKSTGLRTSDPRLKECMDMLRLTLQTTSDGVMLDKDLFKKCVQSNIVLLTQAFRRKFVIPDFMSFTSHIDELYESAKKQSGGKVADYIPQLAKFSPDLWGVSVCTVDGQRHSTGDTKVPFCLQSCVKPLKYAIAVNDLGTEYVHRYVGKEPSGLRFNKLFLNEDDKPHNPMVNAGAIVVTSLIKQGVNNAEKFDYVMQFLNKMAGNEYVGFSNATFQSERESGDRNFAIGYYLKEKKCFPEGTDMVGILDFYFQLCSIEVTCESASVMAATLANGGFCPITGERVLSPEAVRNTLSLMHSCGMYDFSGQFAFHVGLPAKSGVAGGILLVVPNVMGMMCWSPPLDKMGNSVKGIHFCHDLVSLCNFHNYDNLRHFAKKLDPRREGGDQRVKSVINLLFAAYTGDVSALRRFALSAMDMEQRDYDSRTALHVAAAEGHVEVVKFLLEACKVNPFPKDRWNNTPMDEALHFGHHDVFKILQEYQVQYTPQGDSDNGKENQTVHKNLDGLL
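Enzyme dispensed in phosphate buffer (45 mM, pH 8.2, 0.02% Tween-20), compounds pinned in, then 1 mM L-glutamine solution and the glutamate oxidase–HRP–Amplex Red mix added; fluorescence read immediately and again after 30 min at room temperature.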
rTrxR1 inhibitor = qHTS Assay for Inhibitors of Mammalian Selenoprotein Thioredoxin Reductase 1 (TrxR1): qHTS; recombinant rTrxR1, NADPH fluorescence consumption, selenite substrate; Potency, µM (highest dose often 114 µM), without a hit: at the highest dose activity change, negative = inhibition, most hits filed as inhibitors; 390,000 tested, 1% active; also: % is scaled to controls: 0 for no effect and ±100 for the full control effect; nearly all actives have a fitted effect of over 65% in size
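Rat TrxR1 (90 nM in the dispensed reagent) was pre-reduced with 400 uM NADPH for 5 min at room temperature, then incubated with compound for 15 min. After 400 uM selenite was added, NADPH fluorescence (Ex 340/Em 450 nm) was followed for 8 min.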
HP1b chromo inh = HTS for Inhibitors of HP1-beta Chromodomain Interactions with Methylated Histone Tails. AlphaScreen HP1-beta / biotin-H3K9me3 peptide binding. AID 540317, 2011. 390,000 tested, 0.56% active. Potency, µM (titrated, usually from 114 µM), inactives show top-dose activity change, negative = inhibition, usual class: inhibitors. Chromobox protein homolog 1 (Homo sapiens), P83916; also: nearly all actives have a fitted effect of over 70% in size; inactives centre near 23
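HP1-beta protein (50 nM final) preincubated 30 min at room temperature with biotinylated H3(1-18)K9me3 peptide (50 nM) in PBS pH 7.4, 0.01% Tween-20, then compound added for 30 min. AlphaScreen streptavidin donor/nickel chelate acceptor beads (10 ug/mL final), 30 min dark, luminescence read.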
Tb PGK inh = qHTS Assay to Find Inhibitors of Phosphoglycerate Kinase; 380,000 tested, 0.043% active; Phosphoglycerate kinase, glycosomal (Trypanosoma brucei brucei), P07378; Potency, µM (titrated, usually from 57.5 µM), for inactives: top-dose activity change, negative = inhibition, usual class: inhibitors; AID 602233, 2012; PGK/GAPDH coupled, Kinase-Glo luminescence, 60 min; also: % is scaled to controls: 0 for no effect and ±100 for the full control effect; nearly all actives have a fitted effect of over 60% in size
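Recombinant glycosomal PGK reaction used 1,3-bisphosphoglycerate generated in-well by GAPDH (100nM final) in 100mM TEA pH 7.6, 5mM MgCl2, 0.01% Tween-20. After 60 minutes at room temperature, ATP was read by Kinase-Glo Plus luminescence end-point.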
Starred values were filed as active, the others as inactive; i = inactive; ? = inconclusive; . = not tested or not shown; & = joins results of further samples; [ ] = dose if it differs, or a comment. Unless noted, calls follow the shape of the dose curve; as a rule, active = well fitted curve in the direction sought with a large enough effect; inconclusive = small, poorly fitted or top-dose-only effect, or another doubt; inactive = no such curve, though single readings can be large; an effect the other way counts as inactive or inconclusive. Potency is read from the fitted curve at half-maximal effect. These rows are one share of the data; rates above refer to the full screens.

JMJD2A Tudor inh,Pin1 inhibitor,12-LOX inh,ERG-DNA inh,RGS4 inh,smiles,GLS inhibitor,rTrxR1 inhibitor,HP1b chromo inh,Tb PGK inh
-6%,-10%,6%,4%,13%,O=C(COC(=O)CN1C(=O)C2CCCCC2C1=O)NC1CCS(=O)(=O)C1 (configuration not stated),3%,-1%,15%,-6%
4%,-6%,3%,-2%,-3%,N#CCCN(Cc1cccs1)C(=O)Nc1ccccc1,59%[activator],23%[57.1 µM],10%,-13%
-5%,-16%,12%,-6%[15.4 µM],8%,COc1cccc(NC(=O)CN(C)C(=O)c2cccc(S(=O)(=O)Nc3ccccc3OC)c2)c1,-10%,-7%,15%,1%
-7%,-6%,-2%,-8%,27%,COc1ccc(CNC(=O)COC(=O)c2cccn2C)cc1,-12%,6%[57.1 µM],16%,-6%
-12%,10%,-20%,-18%,-11%,CC(C)[n+]1ccn(C2=C([O-])c3ccccc3C(=O)/C2=N\S(=O)(=O)c2ccccc2)c1,20%,-1%[57.1 µM],7%,1%
-11%,?,-18%,6%,-34%[56.9 µM],O=C(CCl)Nc1ccc(-c2ccccc2)cc1,-12%,11µM*,72%[activator],-1%
-12%,-3%,-1%,-8%,-19%,CC(C)N1CCc2c(sc(NC(=O)CCc3ccccc3)c2C(N)=O)C1,13%,21%,52%[activator],i
-26%,9%,-14%,.,0%,CC(C)(C)NC(=O)c1cccc(NC(=O)c2ccc(NC(=O)c3ccco3)cc2)c1,1%,13%,4%,4%
-24%,-3%,0%,1%,-23%,COc1ccc(OCc2csc(N)n2)cc1,4%,14%[57.1 µM],-2%,6%
-6%,2%,23%,5%,1%,CC(C)(C)OC(=O)N1CCC(C(=O)NCC2CCCO2)CC1 (configuration not stated),0%,26%[57.1 µM],44%[activator],i
36%[activator],2%,-25%,5%,-9%,Cc1nn2c(NC(C)C)c3c(nc2c1-c1ccccc1)CCC3,-13%,13%[57.1 µM],100%[activator],-2%
-13%,-4%,-14%,-7%,-15%,O=C(CSc1nnc2c(Cl)cc(Cl)cn12)N1CCN(c2ccc(F)cc2)CC1,11%,-7%,24%,-4%
-23%,1%,-28%,15%,-21%[56.9 µM],CCc1ccc(-c2nc(CS(=O)CC(=O)NC3CC3)c(C)o2)cc1 (configuration not stated),-10%,16µM*,46%[activator],i
-6%&1%,1%&-5%,-50%&-28%,19%&-5%,28%&11%,CCOc1ccc(C(=O)Nc2ccc(NC(=O)c3ccccc3)cc2)cc1Br,9%&0%,36%[11.4 µM],12%&20%,-6%&9%
1%,0%,-6%,2%,0%,CC(=O)c1ccc(OCC(O)CN(C)CCOc2ccc(Br)cc2)cc1 (configuration not stated),-9%,8%,10%,4%
-15%,-6%,-20%,-8%,21%,CCc1ccc(C(=O)c2cn(CC(=O)Nc3ccc(OC)cc3)c3cc4c(cc3c2=O)OCO4)cc1,0%,6%,19%,-2%
10%,1%,-11%,7%,-31%,COCCCNC(=S)NCCNc1nc2cc(C)c(C)cc2cc1C#N,-5%,-19%,37%,-2%
-31%,18%,-19%,-4%,-4%,CCc1ccccc1NC(=O)CSc1nnc(-c2ccccc2)c(-c2ccccc2)n1,-2%,8%[57.1 µM],23%,10%
-16%,0%,-2%,-3%,0%,O=C(O)COCC(=O)N1CCN(c2cc(C(F)(F)F)nc3ccccc23)CC1,0%,14%,19%,-6%
-36%,?,?,-13%,0%,O=C(C1=C[C@H](c2ccc3c(c2)OCO3)C[C@H](OCc2ccc(CO)cc2)O1)N1CCCCCCC1,9%,-12%,11%,1%
-1%,0%,14%,-8%,-5%,CCOC(=O)N1CCN(C(=O)CN(c2ccc(Oc3ccccc3)cc2)S(C)(=O)=O)CC1,3%,2%[57.1 µM],39%[activator],-6%
1%[11.4 µM],-4%,-25%,-11%,-7%[11.4 µM],CC(C)CC(c1nnnn1CCc1ccccc1)N1CCN(C(=O)c2ccco2)CC1 (configuration not stated),-3%,4%,-18%,0%
-22%,18%,-7%,5%,1%,CCCc1c(C(=O)N/N=C/c2ccc(C)s2)nnn1-c1nonc1N,-1%,25%,26%,0%
1%,-1%,7%,-6%,-4%,CC(C)CC(=O)Nc1cccc(C(=O)Nc2ccccc2C(=O)O)c1,2%,8%[57.1 µM],30%,-9%
-32%,13%,?,-5%,-4%,c1cc2c(cc1Nc1nc(-c3ccc4c(c3)OCO4)cs1)OCCO2,6%,-8%,0%,7%
3%[57.1 µM],70%[activator],7%,?,20%[11.4 µM],COC1(OC)C(/C=C/c2ccc(C)cc2)C(C#N)(C#N)C1(OC)OC (configuration not stated),3%,-16%[57.1 µM],64%[activator],-2%
-8%,5%,12%,-1%,25%,Cc1cc2c(cc1C)C(c1ccccc1F)CC(=O)N2 (configuration not stated),-3%,10%,25%,9%
7%,41%[activator],?,-3%,-24%,CCOC(=O)C(=CNc1ccc(-c2ccco2)c(Cl)c1)C(=O)OCC,2%,-32%,9%,0%
-6%,-6%,-48%,11%,17%,CC(=O)c1ccc(C(=O)N2CCC(n3nccc3NC(=O)C3CC3)CC2)cc1,6%,13%,29%,-8%
1%,6%,.,12%,-13%,CCOc1cccc2cc(C(=O)NCc3ccccc3)c(=N)oc12,6%,-4%,54%[activator],.
-9%,0%,-9%,11%,15%[11.4 µM],Cc1ccc(Nc2nnc(SCC(=O)NCCN3C(=O)CSC3=O)s2)cc1,8%,21%,38%,1%
1%,-2%,-24%,-2%,-5%,Cc1ccccc1OCC(=O)Nc1ccc(OCc2cc(=O)n3ccsc3n2)cc1,-1%,17%,38%,0%
-27%[11.4 µM],19%,-7%,0%,-33%[11.4 µM],Fc1ccc(N2CCN(C(c3cccs3)c3nnnn3CCc3ccccc3)CC2)cc1 (configuration not stated),44%[activator],6%[57.1 µM],-24%,-8%
-10%,-1%,-4%,-8%,3%,O=C(COC(=O)c1ccccc1O)Nc1ccc2ccccc2c1,7%,-10%[2.29 µM],9%[57 µM],8%
-9%,3%,-15%,6%,-6%,O=C(NCc1ccc(Cl)cc1)C(=O)NCC1OCCN1C(=O)c1ccc(Cl)cc1 (configuration not stated),2%,20%[57.1 µM],21%,-8%
-23%,3%,-11%,4%,25%,Cc1cccc(C(=O)NCC(=O)OCc2cc(=O)n3ccsc3n2)c1,0%,1%,4%,i
-11%,38%,-5%,2%,15%,O=C(NCCCCc1ccccc1)C1CC(c2cc(C(F)(F)F)cc(C(F)(F)F)c2)=NO1 (configuration not stated),-2%,-8%[57.1 µM],30%,i
-5%,-2%,-10%,11%,-11%,Cn1ncc(Br)c1C(=O)NCc1cccs1,3%,2%,32%[activator],-11%
-34%,-3%,12%,2%,-19%,COc1ccc(OC)c(NC(=O)Cn2cccc2)c1,0%,15%[57.1 µM],?,i
4%,1%,-2%,-1%,-7%,CCC1CCCCN1C(=O)c1c(-c2ccccc2)noc1C (configuration not stated),4%,-4%,42%,-7%
-8%,1%,-17%,-16%,5%,CC(=O)Nc1ccc(NC(=O)C(C)n2nc(C)c([N+](=O)[O-])c2C)cc1 (configuration not stated),3%,5%,35%,-2%
10%,10%,-8%,2%,-22%,O=C(COC(=O)CCc1ccccc1)NC(c1ccccc1)c1ccccc1,-2%,-11%,48%,0%
-6%,1%,-10%,-8%,20%,CCOc1ccc(S(=O)(=O)NN=C(C)c2cccnc2)cc1,8%,0%,44%[activator],-1%
-24%,6%,-23%,4%,-3%,CC(=O)c1c(C)[nH]c(C(=O)OCC(=O)c2c[nH]c3ccccc23)c1C,-2%,12%,16%,i
-19%,0%,10%,6%,-23%,Cc1occc1C(=O)N/N=C/c1c[nH]c2ccccc12,?,-7%,23%,0%
-5%,6%,0%,-6%,21%,COC(OC)C1(C)C(C#N)=C(N)Oc2c1c(=O)oc1ccccc21 (configuration not stated),5%,-1%,21%,6%
-13%,-8%,-6%,-11%,-7%,COc1ccc(C(CNC(=O)CSc2ccc(Br)cc2)N2CCOCC2)cc1 (configuration not stated),-1%,15%,1%,4%
10%,31%[activator],-15%,-1%,-33%,COc1ccc(-c2n[nH]c3c2cnc2cc(OC)c(OC)cc23)cc1,4%,-1%[57.1 µM],22%,-6%
79µM*,3%,-24%,6%,2%,O=C1NCCN(CC2CCN(CCc3ccc(Cl)c(Cl)c3)CC2)C1=O,10%,21%,-25%,5%
-23%,3%,-22%,10%,-22%,CCC(C)NC(=O)Cn1cc(S(=O)(=O)N2CCN(c3ccccc3F)CC2)c2ccccc2c1=O (configuration not stated),-1%,21%,-20%,-2%
